High-throughput results (PubChem BioAssay)
LGR2 antag = blocks bursicon-induced cAMP signaling via Drosophila LGR2. HEK293 LGR2, CRE-luciferase, bursicon-stimulated, 4 h. inhibition, % at 9.99 µM. 380,000 compounds, 0.35% hits. AID 720647;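 active = drop in luminescence signal, shown as inhibition above about 50% in the replicate tests, limit read from the data, passing the limit was not always enough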;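 note: agonist challenge used bursicon conditioned medium at about half maximal strength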
Statin myotox sup = protects C2C12 myotubes from simvastatin toxicity. ATP luminescence, 48 h; scaled: DMSO 0, geranylgeraniol control 100. rescue of ATP level, % at 7.49 µM. 330,000 compounds, 0.78% hits. AID 602340;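 active = mean ATP rescue above about 67%, or every replicate alone reaching that limit, limit read from the data, passing the limit was not always enough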;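 note: myotubes were challenged with 10 µM simvastatin during compound exposure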
Cneo AK release = Cryptococcus neoformans lysis via adenylate kinase release. C. neoformans lysis, adenylate kinase release luminescence, 4 h; normalised: neutral wells 0, clomiphene wells 100. lysis activity, % at 15 µM. 360,000 compounds, 0.2% hits. AID 651654;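 active = mean lysis activity across replicates of at least 80%, whatever share of replicates individually reach that level; inactive = mean lysis activity below 80%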
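Assay system: Cryptococcus neoformans yeast cells / Dosing: single-point compound dose / Timing: 4 h at 37 °C static, read 1 h later / Measured by: luminescence of released adenylate kinase using an AK detection reagent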
PGC1a acetyl inh = modulators of PGC1a acetylation. inhibition, % at 15.6 µM. U2OS PGC1a acetylation, AlphaScreen anti-acetyl-lysine; with virally co-expressed GCN5 acetyltransferase. 350,000 compounds, 0.17% hits. AID 651687;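 active = every replicate shows inhibition of at least 40%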;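 note: 0% = neutral control wells and 100% = positive control wells; some results beyond the cut were filed as inactive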
S100A4 MyoIIA = S100A4-myosin IIA interaction inhibition; S100A4/TAMRA-MyoIIA peptide fluorescence polarization; inhibition, % at 10.7 µM; AID 652163; 360,000 compounds, 0.14% hits;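 active = mean inhibition of at least 70% across replicates, with every replicate also reaching that level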
Target sequence (P26447 whole entry, looked up): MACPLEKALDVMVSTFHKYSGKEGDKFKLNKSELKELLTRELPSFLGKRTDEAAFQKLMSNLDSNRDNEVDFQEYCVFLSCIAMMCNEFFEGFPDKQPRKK
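Material: S100A4 monomer (human). Medium: Calcium-containing HEPES buffer, pH 7.2. Probe or stimulus: labelled myosin peptide probe, 5 nM. Compound dosing: one concentration per compound. Timing: polarization read 5 min after assay mix addition, stable 5–60 min. Benchmarks: DMSO as neutral control, TFP as positive control.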
ERAP1 HTS inh = blocks human ERAP1 aminopeptidase activity; 340,000 compounds, 0.15% hits; Q9NZ08; recombinant ERAP1, Leu-AMC fluorescence, 60 min; inhibition, % at 10.7 µM;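 active = mean replicate inhibition of at least 30%, or all replicates individually reaching that 30% level; inactive = mean below 30% and not every replicate reaching it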;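 note: 0% = neutral control wells and 100% = L-leucinethiol positive control wells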
Xi reactivation = activators of X-chromosome reactivation in mouse fibroblasts. XiGFP mouse fibroblasts, % GFP-positive cells imaging, 3 d; cells co-treated with 5-aza-dC sensitizer; scaled so ellipticine positive control = 100%. activation, % at 7.58 µM. 360,000 compounds, 0.055% hits;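 active = mean normalized replicate activation at least 10% and every replicate at or above 10%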;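 note: 0% = median of on-plate neutral control wells and 100% = ellipticine 6 µM median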
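Schedule: 3 d treatment, 15 min room-temperature fixation; system: 68-5-11 XiGFP fibroblast line; buffer or medium: DMEM plus 5-aza-dC sensitizer; control set: ellipticine 6 µM positive control; compound: one concentration, pinned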
SIRT5 block = sirtuin-5 (human) deacylase inhibition | Purified SirT5, succinyl-peptide AMC, trypsin-coupled fluorescence | inhibition, % at 15 µM | 330,000 compounds, 1.1% hits; in the data active = inhibition above about 15%
Target sequence (Q9NXA8 whole entry, looked up): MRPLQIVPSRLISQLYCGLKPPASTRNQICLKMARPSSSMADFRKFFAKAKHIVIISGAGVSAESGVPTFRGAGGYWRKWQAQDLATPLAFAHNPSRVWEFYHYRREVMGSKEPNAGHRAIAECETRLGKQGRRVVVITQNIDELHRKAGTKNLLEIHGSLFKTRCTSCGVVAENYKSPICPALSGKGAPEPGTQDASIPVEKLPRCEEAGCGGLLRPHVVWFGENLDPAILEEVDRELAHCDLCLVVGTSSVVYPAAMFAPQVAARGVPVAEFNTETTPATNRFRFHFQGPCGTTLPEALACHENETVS
* marks the source's active call; other numbers are inactive results; x = no result given. The list is partial (hit frequency here may not be typical).

SMILES	LGR2 antag	Statin myotox sup	Cneo AK release	PGC1a acetyl inh	S100A4 MyoIIA	ERAP1 HTS inh	Xi reactivation	SIRT5 block
COc1ccc(C2CC(c3ccccc3)=NN2C(=O)COC(=O)C2(C)CC2(Cl)Cl)cc1 (stereo unspecified)	-11	4	x	-10	1	1	0.0	0
Cc1cc2oc(=O)cc(CN3CCN(Cc4ccccc4)CC3)c2cc1C	2	-1	1	2	0	-1	-0.1	0
COC(=O)[C@@]1(Cc2ccc(F)cc2)[C@H]2c3cc(C(=O)N(C)C)n(Cc4c(CO)[nH]cc(C)c4=O)c3C[C@H]2CN1C(=O)c1ccccc1	5	x	x	x	-3	-2	0.0	x
C[C@@H]1CCCCO[C@@H](CN(C)S(=O)(=O)c2cccs2)[C@H](C)CN([C@H](C)CO)C(=O)c2cc(NC(=O)Nc3ccc(C(F)(F)F)cc3)ccc2O1	8	-51	-1	13	-24	-1	0.0	13
Cc1cccc(OCC(=O)NCC(=O)N/N=C/c2c(C)[nH]c3ccccc23)c1	12	-7	-2	-10	6	1	0.1	3
CN(CC(=O)Nc1ccccc1Br)C(=O)CNC(=O)Cc1cccc2ccccc12	11	2	-2	x	-2	1	0.0	-1
C[C@H]1CN([C@@H](C)CO)C(=O)c2cccc(NC(=O)Nc3cccc4ccccc34)c2O[C@H]1CN(C)C(=O)Nc1ccccc1	6	-3	0	2	8	-3	-0.2	2
COc1cc(/C=N/n2c(-c3n[nH]c4c3CCC4)n[nH]c2=S)ccc1O	-6	x	x	11	0	2	-0.3	3
O=C(Nc1nnc(-c2ccco2)o1)c1ccc([N+](=O)[O-])s1	-43	x	x	-7	-3	0	0.0	0
Fc1ccccc1CSc1ncnc2sc3c(c12)CCCC3	2	x	x	x	-7	12	0.7	-1
Cc1ccc(S(=O)(=O)N2CCCC2C(=O)NCc2ccncc2)cc1 (stereo unspecified)	0	3	0	x	1	4	0.1	1
CCNC(=S)Nc1ccc(Cl)c(C(F)(F)F)c1	15	x	6	37	x	x	0.0	x
O=C(Nc1ncc(S(=O)(=O)c2ccc([N+](=O)[O-])cc2)s1)c1ccccc1F	2	-15	x	-6	10	-2	-0.4	22*
Cc1cc(-c2ccc([N+](=O)[O-])cc2)cc(C)n1	-26	-4	3	21	-5	-4	0.0	-1
COc1cccc(CN2C(=NC(=O)C3CCCO3)SC3CS(=O)(=O)CC32)c1 (stereo unspecified)	-3	-6	3	7	0	-3	0.3	1
CCc1ccccc1NC(=S)NN	3	x	x	x	2	7	0.3	-2
CCOc1ccccc1N(CC(=O)N1CCc2ccccc2C1)S(C)(=O)=O	6	2	14	-15	-3	0	0.0	-3
C[C@@H]1CN([C@H](C)CO)C(=O)c2cc(NC(=O)Nc3ccc(F)cc3)ccc2O[C@@H]1CN(C)Cc1ccccc1	28	12	-1	-12	3	-5	0.0	2
CC(C)c1ccccc1NC(=O)c1cccnc1	7	0	0	-2	x	x	x	x
NC(Cc1ccc(C(F)(F)F)cc1)c1csc(NC(=O)Nc2ccccc2Oc2ccccc2)n1 (stereo unspecified)	-7	-18	-2	x	-2	0	0.1	-4
COc1ccccc1CNC(=O)C(=O)NCC1OCCN1S(=O)(=O)c1ccc(Br)cc1 (stereo unspecified)	-13	-8	-6	x	1	-6	0.1	-3
Cc1noc(C)c1NC(=O)N(C)C[C@H]1OCCCC[C@@H](C)Oc2ccc(NS(=O)(=O)c3cccs3)cc2C(=O)N([C@@H](C)CO)C[C@H]1C	-8	x	-4	9	-9	-2	-0.9	-2
Cc1c(C)c2c(OCC(=O)N3CCC(C(N)=O)CC3)cc3c(c2oc1=O)CCC(C)(C)O3	8	3	1	-3	-1	-1	x	-6
CCOC(=O)c1[nH]c(C)c(C(=O)NC(C)CC)c1C (stereo unspecified)	-10	9	5	1	-2	-1	0.1	1
Cc1ccc(-c2csc3ncn(CC(N)=O)c(=O)c23)cc1C	26	0	-1	x	-2	2	0.1	11
CCc1ccc(OCC(=O)NC(=S)Nc2ccc(C)cc2C)c(Br)c1	-11	10	8	5	x	x	x	x
COC(=O)CCCC(=O)N1CCC(CCC(=O)NCc2ccc(F)cc2)CC1	-5	4	1	8	5	-1	0.0	9
CC(=O)Nc1ccc(NC(=O)[C@@H](NC(=O)N2C[C@H]3C[C@@H](C2)c2cccc(=O)n2C3)C(C)C)cc1	-1	-9	-1	3	-2	-1	x	-1
COc1ccccc1NC(=O)Nc1ccc2c(c1)C(=O)N(C)C[C@@H](OC)[C@@H](C)CN(C)[C@@H](C)CO2	1	-3	-2	2	7	x	-0.6	-3
COc1ccc(CCN2CN(S(=O)(=O)c3ccc(OC)cc3)c3nc4ccccc4nc32)cc1	-17	x	x	x	-1	12	0.9	0
CC(OC(=O)c1ccc2c(c1)NC(=O)CS2)C(=O)c1ccc(F)cc1 (stereo unspecified)	-24	0	0	8	-8	-7	0.0	-3
COc1ccc2c3c([nH]c2c1)[C@H](CO)N(Cc1ccc(Cl)cc1)CC31CN(S(C)(=O)=O)C1	15	x	x	13	3	x	0.0	-2
O=C(CCn1c(=O)c2sccc2n(CC(=O)OCc2ccccc2)c1=O)NCc1ccco1	4	5	5	-16	x	x	x	x
COc1cc(C=Nc2cccc(C)c2)c(O)c([N+](=O)[O-])c1	-9	x	-1	0	-3	0	0.0	-11
O=C(COc1ccc2c(-c3ccccc3)cc(=O)oc2c1)Nc1cccnc1	-19	-7	1	x	8	-2	0.4	-2
CCS(=O)(=O)NCc1ccc2c(c1)cc(C)n2C	16	3	4	x	44	1	0.1	-1
Cc1ccc(C(=O)N2CCCc3ccccc32)c(F)c1F	5	-10	1	x	-3	-3	0.0	1
Cc1noc(C)c1NC(=O)Nc1ccc2c(c1)C(=O)N([C@H](C)CO)C[C@@H](C)[C@H](CN(C)S(=O)(=O)c1cccs1)O2	33	21	46	-5	4	-1	0.0	-3
CC(CCc1ccccc1)NC(=O)C(Cc1ccccc1)NC(N)=O (stereo unspecified)	10	14	0	-8	-4	-2	0.0	-8
C[C@@H]1CN([C@H](C)CO)C(=O)Cc2cc(NC(=O)Cn3cnnn3)ccc2O[C@H]1CN(C)Cc1ccc(C(F)(F)F)cc1	-17	61	12	3	-3	0	0.3	8
Cn1c(CCC(=O)Nc2cc(S(C)(=O)=O)ccc2Cl)nc2cc(S(=O)(=O)N3CCOCC3)ccc21	4	-22	2	5	-5	63*	0.0	7
Cc1cc(C)cc(N2CC(C)(C)C2=O)c1	-28	x	x	-2	1	3	0.0	-1
O=C(O)C1CCCCC1C(=O)N1CCN(S(=O)(=O)c2ccc(F)cc2)CC1 (stereo unspecified)	-6	11	0	x	-5	-4	0.0	5
COc1ccc(N2CC(O)=C(c3nc4ccccc4s3)C2=N)cc1	-4	-74	0	-13	-1	-5	x	-2
CO[C@H]1CN(C)C(=O)c2cc(NC(C)=O)ccc2OC[C@H](C)N(Cc2ccc(F)cc2)C[C@H]1C	6	3	6	-2	39	0	-0.2	-1
CCCCN(C(=O)/C=C/c1ccc(OC)cc1)C1CCS(=O)(=O)C1 (stereo unspecified)	-10	13	1	x	-9	0	-0.1	-2
S=C(Nc1ccc(Cc2ccncc2)cc1)Nc1cccc(Cl)c1	-17	x	1	15	2	0	0.9	-4
COc1ccc(NC(=O)Nc2ccc3c(c2)C(=O)N([C@H](C)CO)C[C@@H](C)[C@H](CN(C)S(=O)(=O)c2cccs2)OCCCC[C@@H](C)O3)cc1	7	x	-3	-3	-10	0	0.4	6
COc1ccc(/C=N/Nc2nnc(Cc3ccccc3)c(=O)[nH]2)cc1OC	-20	x	x	5	2	-1	0.0	-1
COc1ccccc1NC(=O)C[n+]1ccccc1C	6	-5	5	21	-6	-1	-0.1	1
CCC(C)c1ccc(N(CC(=O)NC(C)(C)C)C(=O)CNC(=O)c2cccs2)cc1 (stereo unspecified)	-2	42	-1	-12	-8	-3	0.4	2
CCC(=O)N1CC(=O)N2[C@H](CO)[C@@H](c3ccc(C#CC4CCCC4)cc3)[C@@H]2C1	5	x	x	-2	-1	-1	0.1	-2
O=[N+]([O-])c1nn(-c2ccc(Cl)cc2)n(O)c1=NCc1ccccc1Cl	-39	0	x	-7	-1	-1	-0.1	1
CN(Cc1ccc2c(c1)CCCN2C)C(=O)[C@H]1O[C@@H](n2ccc(=O)[nH]c2=O)[C@H](O)[C@@H]1O	1	-1	0	-5	0	2	0.0	-2
Nc1ccccc1N=c1ssnc1Cl	-20	x	x	x	0	5	0.3	0
COc1ccc(S(=O)(=O)N2CCC(Cc3ccccc3)CC2)cc1C(N)=O	-3	8	2	22	1	x	0.2	8
C[C@H](CO)N1C[C@H](C)[C@H](CN(C)Cc2ccccn2)Oc2ncc(C#CCc3ccccc3)cc2C1=O	14	x	2	-1	-4	-2	-0.6	-4
CCOC(=O)C1CCN(C(=O)COc2ccc(N(C)S(=O)(=O)c3ccc(OCC)cc3)cc2)CC1	10	4	x	-17	12	x	-0.1	1
O=C(NCCCCc1ccccc1)C1CC(c2cccc([N+](=O)[O-])c2)=NO1 (stereo unspecified)	-11	2	-2	2	-11	-2	-0.1	x
CCCc1cc(C(=O)NCCc2ccc(OC)c(OC)c2)no1	-16	5	0	1	5	14	0.2	0

Next section:
SMILES	LGR2 antag	Statin myotox sup	Cneo AK release	PGC1a acetyl inh	S100A4 MyoIIA	ERAP1 HTS inh	Xi reactivation	SIRT5 block
CSC(=Nc1ccccc1)N=C(SCc1ccccc1)N(C)C	76*	x	x	40	-10	-3	0.0	-4
Cc1ccc2nc(SCC(=O)NC3CCS(=O)(=O)C3)[nH]c2c1 (stereo unspecified)	6	23	-1	-6	-2	0	0.0	3
FC(F)(F)c1cccc(Cn2nnnc2-c2cc(Cl)cc(Cl)c2)c1	16	-64	0	-14	0	1	x	3
CC(C)c1ccc(NC(=O)CSc2nc(-c3ccccc3F)nc3nc[nH]c23)cc1	x	x	x	x	-15	1	0.0	-2
O=C(CN1CCN(S(=O)(=O)c2cc(C(F)(F)F)ccc2Cl)CC1)N1CCc2ccccc2C1	-9	0	-3	2	-3	3	0.0	-3
COc1ccccc1NS(=O)(=O)c1cc2c(cc1C)NC(=O)CO2	2	2	2	5	0	3	0.0	0
C=CCNCC(=O)NN=C(c1ccccc1)c1ccccc1	-17	14	0	-5	x	x	x	x
COCC(C)NS(=O)(=O)c1ccc(C(=O)NC(Cc2ccccc2)c2ccccc2)cc1 (stereo unspecified)	16	3	-4	x	-3	-2	0.1	2
